High-throughput results deposited in PubChem by Johns Hopkins Ion Channel Center.
CHT allo act: allosteric activators of human choline transporter CHT. CHT-expressing cells, membrane potential dye, choline EC20; stronger effect = higher value; LV-AA mutant CHT in HEK293 cells. AID 488977. 310,000 tested, 0.49% active. B-score at 10 µM;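 active = initial fluorescence not abnormally high and integrated response B-score, plate-corrected, over 3 SD above library mean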
Target sequence (Q9GZV3 whole entry, looked up): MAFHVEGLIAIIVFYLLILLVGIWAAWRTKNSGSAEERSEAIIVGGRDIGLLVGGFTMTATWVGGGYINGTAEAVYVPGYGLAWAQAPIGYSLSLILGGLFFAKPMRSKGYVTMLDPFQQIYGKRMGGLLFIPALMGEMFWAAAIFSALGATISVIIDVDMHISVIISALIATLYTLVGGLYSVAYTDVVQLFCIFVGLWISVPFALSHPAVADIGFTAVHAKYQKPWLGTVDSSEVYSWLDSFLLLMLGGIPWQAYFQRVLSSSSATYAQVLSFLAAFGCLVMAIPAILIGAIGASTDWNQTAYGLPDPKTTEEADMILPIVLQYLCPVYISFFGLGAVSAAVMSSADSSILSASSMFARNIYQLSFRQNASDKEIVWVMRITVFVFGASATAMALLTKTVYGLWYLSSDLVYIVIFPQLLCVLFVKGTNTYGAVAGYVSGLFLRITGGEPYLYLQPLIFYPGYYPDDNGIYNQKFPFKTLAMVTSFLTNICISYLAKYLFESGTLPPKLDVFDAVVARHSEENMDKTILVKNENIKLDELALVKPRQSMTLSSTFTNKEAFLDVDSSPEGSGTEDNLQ
CHT block: human CHT choline transport inhibition; CHT-expressing cells, membrane potential dye, choline response; stronger effect = lower value; Q9GZV3; 310,000 tested, 0.86% active; B-score at 10 µM;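 active = B-score over 3 SD under the library average, and starting fluorescence ratio not unusually high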;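 also: choline stimulus applied at its EC90 after an EC20 pre-addition; B-score computed on integrated fluorescence ratio after choline addition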
An asterisk follows results filed as active; i = inactive.

Structure | CHT allo act | CHT block
O=C1c2ccccc2C(=O)N1CN(C(=O)c1ccccc1[N+](=O)[O-])c1ccc(F)cc1 | i | i
CN1C(=O)CSc2ccc(NC(=O)NCCC3=CCCCC3)cc21 | i | i
CN(C)/C=C/c1c(C#N)c(=O)ncn1Cc1ccccc1 | i | i
CNC(=O)c1ccccc1NC(=O)c1c(O)c2c([nH]c1=O)CCCC2 | i | i
Nn1c(SCC(=O)Nc2ccc(F)cc2)nnc1-c1ccccn1 | i | i
CCC(CC)c1nnc(NC(=O)CS(=O)(=O)c2ccc(C)cc2)s1 | i | i
Cc1cc(-c2csc(N)n2)c(C)n1-c1ccccc1 | i | i
O=C(Cc1ccccc1)N1CCN(c2ncccn2)CC1 | i | i
Cc1cc(C(=O)O)c(CCCN)s1 | i | i
CN(C)CCOC(=O)CCCCCCCCC(=O)OCCN(C)C | i | i
Cc1ccc(N(C(=O)c2ccc(Br)o2)C2C=CS(=O)(=O)C2)cc1 (stereo not given) | i | i
O=C(COC(=O)c1cc(Br)ccc1O)NCC1CCCO1 (stereo not given) | i | i
O=C1CC(N2CCN(c3ccc(S(=O)(=O)N4CCOCC4)cc3)CC2)C(=O)N1Cc1ccccc1 (stereo not given) | i | i
CC1CC(C)CN(C(=O)C2CCCN(c3ncnc4c3nc3n4CCCCC3)C2)C1 (stereo not given) | i | i
COc1ccc2cc(C(=O)C3CCCN(C(=O)c4cnn(C(C)C)c4)C3)ccc2c1 (stereo not given) | i | i
CCC(=O)Nc1ccc(C(=O)CN2CCC(C)CC2)cc1 | i | i
Cc1ccc(S(=O)(=O)N2CCOCC2)cc1NC(=O)CSc1nnc2cc(C)c3ccccc3n12 | i | i
CN(C)C(=O)CSc1nc2ccccc2n1Cc1ccccc1 | i | i
Cc1nnc(NC(=O)CN2CCN(Cc3c(Cl)cccc3Cl)CC2)s1 | i | i
Cc1ccn(CCC(=O)NC2CC(C)(C)Cc3c2cnn3-c2ccccc2C)n1 (stereo not given) | i | i
CCCn1nnc2ccccc2c1=O | i | i
OC1=C(O)c2nc3cc(C(F)(F)F)ccc3nc21 | i | i
Cc1ccccc1NC(=O)Cc1nnc(SCc2ccc(Cl)c(Cl)c2)n1C | i | i
COC(=O)c1ccc(NC(=O)CN2CCN(S(=O)(=O)c3cc(Cl)ccc3OC)CC2)cc1 | i | i
CCC(=O)N/C=C/n1cnc2cc(C(F)(F)F)ccc21 | i | i
Cc1cccc2nc(-c3ccco3)oc(=O)c12 | i | i
CCN(C(=O)CSc1nc2cc(C(=O)OC)ccc2c(=O)n1Cc1ccco1)c1cccc(C)c1 | i | i
COC(=O)c1c(C(=O)OC)n(CCCN)c2ccc(C)cc12 | i | i
CCCCNC(=S)N(C)/N=C/c1ccc(F)cc1 | i | i
O=C(c1ccc(Cl)cc1)N1CCC(O)(CSc2ccc(Cl)cc2Cl)CC1 | i | i

Brought forward from above: 4 compounds; new compounds follow.
Structure | CHT allo act | CHT block
CCN(C(=O)CSc1nc2cc(C(=O)OC)ccc2c(=O)n1Cc1ccco1)c1cccc(C)c1 | i | i
COC(=O)c1c(C(=O)OC)n(CCCN)c2ccc(C)cc12 | i | i
CCCCNC(=S)N(C)/N=C/c1ccc(F)cc1 | i | i
O=C(c1ccc(Cl)cc1)N1CCC(O)(CSc2ccc(Cl)cc2Cl)CC1 | i | i
O=C(Nc1cccc(O)c1)c1cc(-c2ccco2)on1 | i | i
CN1CCC2(CC1)N=C(c1ccc(F)cc1)C(=S)N2C(=O)c1ccc(C(C)(C)C)cc1 | i | i
Cc1ccc(-c2nnc(SCC(=O)N/N=C/c3c(C)nn(-c4ccccc4)c3C)n2-c2ccccc2)cc1 | i | i
CC(C)(C)c1ccc(C(=O)NCCCNC(=O)c2ccco2)cc1 | i | i
CCNc1nc(NC(C)C)nc(N(C#N)CCOc2ccccc2)n1 | i | i
O=C(NCCn1ccc2ccccc21)c1ccc(S(=O)(=O)N2CCOCC2)cc1 | i | i
COc1ccc(OC)c(NC(=O)Cn2c(CCC(=O)O)ccc2-c2cccs2)c1 | i | i
CCCCOC(=O)C1=C(C)Nc2ncnn2C1c1cc(OC)ccc1OC (stereo not given) | i | i
COc1ccc(NS(=O)(=O)c2ccc(-c3coc(C)n3)cc2)cc1OC | i | i
Cc1cc(C(=O)N2CCN(c3ccccn3)CC2)no1 | i | i
CCCCCCN(C(=O)CCCCCN1C(=O)NC(c2cccc([N+](=O)[O-])c2)C(C(=O)OCc2ccccc2)=C1C)C(C(=O)NCCCC)c1ccc(OCC(=O)OC)c(C(=O)OC)c1 (stereo not given) | i | i
COc1ccc(Oc2nnnn2-c2ccccc2)cc1 | i | i
Cc1cccc(NC(=O)c2ccc(C3SCC(=O)N3CCc3ccccc3)cc2)c1C (stereo not given) | i | i
CCN(CC(=O)NCc1cccs1)C(=O)CCC(=O)c1ccc(F)cc1 | i | i
CC(=O)c1cc(C#N)c(SCC(=O)O)nc1C | i | i
CCOC(=O)C1CCN(C(=O)CNC(=O)OC(C)(C)C)CC1 | i | i
COC(=O)c1ccccc1NC(NC(=O)c1ccco1)C(=O)c1ccccc1 (stereo not given) | i | i
Cc1ccc(N(C(=O)c2csnn2)C(C(=O)NCc2ccccc2)c2ccccn2)cc1 (stereo not given) | i | i
Cc1ccc(C(=O)OC(C)C(=O)NC2CCCCC2C)cc1S(=O)(=O)N1CCCCC1 (stereo not given) | i | -7.9*
CCCCCC(O)(CCN1CCCCC1)c1ccccc1 (stereo not given) | i | i
CC(OC(=O)c1cc(Br)ccc1O)C(=O)Nc1ccc(S(=O)(=O)N2CCCC2)cc1 (stereo not given) | i | i
CN(c1cccc(NC(=O)c2ccc(CN3CCc4ccccc4C3)cc2)c1)S(C)(=O)=O | i | i
O=C(CS(=O)(=O)c1ccccc1)Nc1ccc(S(=O)(=O)Nc2ccccn2)cc1 | i | i
CNC(=S)NNC(=O)c1ccc(C(C)(C)C)cc1 | i | i
COC(=O)c1ccc(CNC(=O)CN(CCC(C)C)S(=O)(=O)c2ccc3c(c2)OCCO3)cc1 | i | i
CSc1ccc(C2NC(=O)c3ccccc3N2)cc1 (stereo not given) | i | i
Cn1c(=O)n(Cc2ccc(Cl)cc2)c(=O)c2c1nc1n2CCN1Cc1ccco1 | i | i
Cc1nn(-c2ccccc2)c(C)c1NC(=O)COC(=O)c1cc([N+](=O)[O-])ccc1NCCO | i | i
O=C(c1ccco1)n1nc(NCc2ccccc2)nc1NCc1ccccc1 | i | i
O=C(COc1ccc([N+](=O)[O-])cc1)Nc1ccc(NC(=O)c2ccccc2)cc1 | i | i
CCOC(=O)C1CCN(C(=S)Nc2cc(OC)c(OC)cc2C(=O)OC)CC1 | i | i
CCOc1cc(CN2CCCC(CNC(=O)c3ccc(F)cc3)C2)ccc1OC (stereo not given) | i | i
C=CCN1N=C(c2ccc(NC(=O)c3ccccc3)cc2)CSC1=O | i | i
COc1ccc(C2c3[nH]c4ccccc4c3C[C@H]3C(=O)N(c4ccccc4C(=O)NCCN4CCOCC4)C(=O)N23)cc1 (stereo not given in full) | i | i
CCOc1ccc2[nH]c(=O)c(CN(Cc3ccc(F)cc3)C(=O)N3CCCC3)cc2c1 | i | i
COc1cc(C(=O)NCCC(=O)NC(C)C)cc(OC)c1OC | i | i
Cc1occc1C(=O)N/N=C/c1cccs1 | i | i
S=c1[nH]c(-c2ccc(Br)cc2)cn1CCc1ccccc1 | i | i
COC(=O)c1ccc(CS(=O)(=O)c2ccccc2C)o1 | i | i
O=C(Cn1cccc1C(=O)c1ccccc1)NCc1cccc(Cl)c1 | i | i
COc1ccccc1CNC(=O)COC(=O)Cc1c[nH]c2ccccc12 | i | i
O=c1cnc2ccccc2n1Cc1ccc(Br)cc1 | i | i
Cc1ccc(CNC(=O)C2CC2c2ccccc2)cc1 (stereo not given) | i | i
O=[N+]([O-])c1ccc(Cl)c(/C=N/N2CCN(Cc3ccccc3)CC2)c1 | i | i
COc1ccc(C(=O)N/C(=C\c2cn(C)c3ccccc23)C(=O)N2CCOCC2)cc1 | i | i
O=C(CCCCCn1c(=S)[nH]c2ccc(N3CCOCC3)cc2c1=O)NCc1ccccc1Cl | i | i
COc1ccc(OC)c(NC(=O)NCCc2c[nH]c3ccccc23)c1 | i | i
CC1CCCN(c2ccc3nc4ccccc4c(=O)n3n2)C1 (stereo not given) | i | i
CN(CC(=O)NC1CCCCC1)S(=O)(=O)c1cccc2nsnc12 | i | i
Cc1ccc(OCC(=O)Nc2oc(-c3ccccc3)c(-c3ccccc3)c2C#N)cc1 | i | i
Brc1ccc2c(c1)C(c1ccc(N3CCOCC3)cc1)=NNC(c1cccs1)=N2 | i | i
OC1(c2cn(Cc3ccccc3)nn2)CCCCC1 | i | i
O=C(CSc1nc2ccsc2c(=O)n1CC1CCC(C(=O)O)CC1)c1ccc(F)cc1 (stereo not given) | i | i
O=C(C1=C(O)C(=O)N(CCN2CCOCC2)C1c1cccc([N+](=O)[O-])c1)c1cccs1 (stereo not given) | i | i
COc1ccc(O)c(C(=O)c2cc(C#N)c(=O)n(CC3CCCO3)c2)c1 (stereo not given) | i | i
Cn1c(-c2ccc(Cl)cc2)ccc(C#N)c1=O | i | i
CC(=O)c1cccc(Nc2cc(C)nc3ccccc23)c1 | i | i
CC1(C)Cc2[nH]c(=S)c(C#N)cc2CO1 | i | i
O=C(CC1OC(=O)c2ccccc21)Nc1cc(Cl)ccc1N1CCCC1 (stereo not given) | i | i
O=C(Nc1cccc(Cl)c1Cl)C1CCN(C(=O)c2cccs2)CC1 | i | i

(listing goes on)
Structure | CHT allo act | CHT block
C=CCn1c(COc2ccc(Cl)cc2)nnc1SCc1ccc(C#N)cc1 | i | i
COc1cccc(CCc2nnc(CCC(=O)NCCC3CCCCO3)o2)c1 (stereo not given) | i | i
C=CCn1c(CNc2ccccc2)nnc1SCC(=O)N/N=C/c1ccccc1O | i | i
COC(=O)CSc1nc(N2CCCCC2)c2c(c1C#N)CCCC2 | i | i
N#CC1(N2CCN(C(=O)c3ccccc3)CC2)CCCCC1 | i | i
CN(C)c1ccc(/C=C/C=N/Nc2nc(N3CCOCC3)nc(N3CCOCC3)n2)cc1 | i | i
CCc1cc(-c2n[nH]c(=S)n2CC)cs1 | i | i
Cc1ccc2[nH]c(=O)c(Cc3ccccc3)c(O)c2c1 | i | i
Cc1cc(Nc2ccccc2)n(-c2ccccc2)n1 | i | i
COc1ccc(-c2csc(N(C)C(=O)c3ccco3)n2)cc1 | i | i
O=C(Nc1ccc(S(=O)(=O)Nc2ncccn2)cc1)c1cncc(Br)c1 | i | i
C/C(=N\NC(=O)Cc1cccn1C)c1ccco1 | i | i
COc1cc(C)c(C)cc1S(=O)(=O)n1c(C)nc2ccccc21 | i | i
Cc1ccnn1CCSCC(=O)O | i | i
COc1ccc(C2CC(=O)N(C)c3ccccc3S2)cc1 (stereo not given) | i | i
O=c1[nH]ncc(N/N=C/c2ccccc2)c1Cl | i | i
O=C1CC(c2ccc3c(c2)OCO3)c2cc3c(cc2N1)OCO3 (stereo not given) | i | i
Cc1cc(C)c(NC(=O)CSc2nncn2-c2cccnc2)c(C)c1 | i | i
Cc1cccc(C)c1NC(=O)CNC(=O)Cc1ccc(Br)cc1 | i | i
COc1ccccc1/C=C/C(=O)NCC(=O)N/N=C/c1ccc2c(c1)OCO2 | i | i
CNS(=O)(=O)c1ccc(Oc2ccc(S(=O)(=O)NC)cc2)cc1 | i | i
CN1CC[C@]2(CCN3CCc4c(oc5ccccc45)[C@@H]3C2)N(C)C1=O | i | i
O=[N+]([O-])c1ccc(Cl)c(/C=N/N2CCN(Cc3ccccc3Cl)CC2)c1 | i | i
CCN1CCN(c2nc(C)c3c(n2)CC(C)CC3=O)CC1 (stereo not given) | i | i
O=C1CC(c2ccc(OCCCCCOc3ccc(C4CC(=O)NC4=O)cc3)cc2)C(=O)N1 (stereo not given) | i | i
O=C(CNS(=O)(=O)c1ccc(Br)s1)N1CCN(c2ccc(F)cc2)CC1 | i | i
CCc1noc(C)c1C(=O)N1CCOCC1 | i | i
O=C(c1ccc(Cl)c([N+](=O)[O-])c1)N(Cc1ccc(Cl)cc1)C1CCS(=O)(=O)C1 (stereo not given) | i | i
COc1ccc(-n2c(C)cc(SC)c(C(C)=O)c2=S)cc1 | i | i
CCCNC(=O)c1ccc(OC)cc1OC | i | i

2 records picked at random from those above, as already listed:
Structure | CHT allo act | CHT block
CCCNC(=O)c1ccc(OC)cc1OC | i | i
Cc1ccnn1CCSCC(=O)O | i | i

More compounds.
Structure | CHT allo act | CHT block
CC(C)CSc1nc2ccccc2n1CC(=O)O | i | i
COC(=O)c1cc(CNC(=O)c2sccc2-c2ccccc2)ccc1OC | i | i
O=C(NCC1CCCN1S(=O)(=O)c1cccs1)c1cccc(F)c1 (stereo not given) | i | i
CCN(c1cccc(C)c1)S(=O)(=O)c1cnc[nH]1 | i | i
COc1cccc(-c2nn(C)c3sc(C(=O)NCc4ccc(C)o4)cc23)c1 | i | i
O=C(c1cc(-c2ccco2)on1)N1CCN(c2ccccc2)CC1 | i | i
CSc1nnc(C(C)(C)C)c(=O)n1/N=C/c1ccc(C(C)C)cc1 | i | i
Cn1cnnc1Sc1nc2c(c(=O)n(C)c(=O)n2C)n1C | i | i
Cc1cccc(N(CC(=O)NC2CC3CCC2C3)S(=O)(=O)c2ccccc2)c1 (stereo not given) | i | i

Compounds were not picked by outcome; overall some 1.4% were active at least once.
